Screening data (PubChem BioAssay)
CHO parental Ca – counter-screen for OX1R antagonists: effect in parental CHO cells. hit rate 0.63% among 330,000. parental CHO-K1, ATP-induced calcium, Fluo-8 fluorescence. inhibition, % at 5.6 µM. AID 463079;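 active means inhibition above that plate's mean sample inhibition plus 3 SD, cut at about 26% in these data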;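 further: 0% = ATP-challenged DMSO wells and 100% = DMSO wells without ATP; some compounds past the cut are filed as inactive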
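Measured by: calcium-sensitive Fluo-8 fluorescence / Test system: CHO parental line / Controls: ATP-challenged DMSO wells low, unchallenged DMSO wells high / Measure: % inhibition / Compound: single nominal dose of 5.6 µM per compound / Replicates: single well per compound, no replicates / Reagent: ATP as calcium-mobilizing challenge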
M1 ag parental – counter-screen for M1 agonists: effect in parental CHO-K1 cells. activation, % at 3 µM. hit rate 0.48% among 360,000. Fluo-8 calcium fluorescence; scaled to maximal ATP response, vehicle zero; in the data active means activation above about 15%;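 further: untransfected CHO-K1 host cells lacking M1 receptor as counterscreen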
CHO-K1 Ca antag – counter-screen for M1 antagonists: effect in parental CHO-K1 cells | inhibition, % at 3 µM | ATP-induced calcium, Fluo-8 fluorescence | hit rate 0.6% among 360,000;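 active means inhibition above a per-plate cutoff, the plate's mean sample inhibition plus 3 SD, cut at about 24% in these data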;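 further: 0% = DMSO plus EC80 ATP and 100% = DMSO alone without ATP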
CHRM1 PAM – positive allosteric modulators of human M1 muscarinic receptor. CHO-K1 hM1, Fluo-8 calcium fluorescence, ACh EC20; 0% = ACh EC20, 100% = maximal ACh. activation, % at 3 µM. hit rate 0.088% among 360,000; in the data active means activation above about 19%, passing the limit was not always enough
Target sequence (P11229 whole entry, looked up): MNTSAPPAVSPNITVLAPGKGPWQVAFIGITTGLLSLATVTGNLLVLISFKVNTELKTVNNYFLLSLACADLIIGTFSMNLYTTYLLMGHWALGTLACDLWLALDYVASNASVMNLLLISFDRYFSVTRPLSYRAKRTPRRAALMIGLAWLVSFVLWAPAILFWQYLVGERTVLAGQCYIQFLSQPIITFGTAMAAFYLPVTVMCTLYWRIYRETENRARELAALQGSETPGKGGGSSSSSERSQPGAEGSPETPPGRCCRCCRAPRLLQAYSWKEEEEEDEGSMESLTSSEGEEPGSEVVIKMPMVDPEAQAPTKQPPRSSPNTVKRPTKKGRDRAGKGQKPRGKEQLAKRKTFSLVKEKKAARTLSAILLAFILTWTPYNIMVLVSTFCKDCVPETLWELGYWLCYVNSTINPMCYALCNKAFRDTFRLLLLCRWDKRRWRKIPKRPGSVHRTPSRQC
TAAR1 antagonist – human TAAR1 antagonism; CHO RD-HGA16 TAAR1, Fluo-8 calcium fluorescence, antagonist; inhibition, % at 3 µM; hit rate 1.5% among 360,000;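 active means inhibition above a per-plate cutoff, the mean inhibition of test compounds on that plate plus 3 SD, cut at about 49% in these data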;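 further: 0% = DMSO plus EC80 beta-PEA response and 100% = DMSO alone without agonist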
Target sequence (Q96RJ0 whole entry, looked up): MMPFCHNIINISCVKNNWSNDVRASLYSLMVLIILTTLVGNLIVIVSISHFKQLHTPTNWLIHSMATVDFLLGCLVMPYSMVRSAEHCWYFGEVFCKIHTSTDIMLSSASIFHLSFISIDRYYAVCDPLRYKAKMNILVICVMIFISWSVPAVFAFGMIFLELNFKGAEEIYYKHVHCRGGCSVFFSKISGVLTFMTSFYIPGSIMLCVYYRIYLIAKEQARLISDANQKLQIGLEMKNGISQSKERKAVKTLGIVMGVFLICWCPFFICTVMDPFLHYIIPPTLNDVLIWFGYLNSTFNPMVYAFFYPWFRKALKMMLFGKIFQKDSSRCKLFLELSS
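test system = CHO RD-HGA16 cells bearing hTAAR1 | replication = singlicate | controls = DMSO-only wells and EC80 β-PEA-stimulated wells | reagent = EC80 β-phenethylamine stimulus | read-out basis = percent inhibition of PEA-evoked calcium signal, max/basal emission ratio | schedule = seeding 17-24 h prior, 75-min 37 °C, 30-min RT dye loading | signal = kinetic Fluo-8 calcium fluorescence measurement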
CHRM1 agonist – agonists of human M1 muscarinic receptor; hit rate 0.33% among 360,000; activation, % at 3 µM; P11229; AID 588814; CHO-K1 hM1, Fluo-8 calcium fluorescence, agonist mode; 0% DMSO, 100% acetylcholine EC100;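 active means activation above the run's mean compound activation plus 3 SD, cut at about 16% in these data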;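 further: peak over basal fluorescence ratio within a 140 s kinetic read after compound addition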
M1 PAM parental – counter-screen for M1 PAMs: effect in parental CHO-K1 cells; ATP EC20, Fluo-8 calcium fluorescence; 0% at ATP EC20, 100% at ATP max; activation, % at 3 µM; hit rate 0.02% among 360,000; AID 602247;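 active means activation above the run cutoff, the mean activation of all test compounds plus 3 SD, cut at about 40% in these data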;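 further: peak over basal fluorescence ratio in a 140 s read after ATP addition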
CHRM1 antagonist – antagonists of human M1 muscarinic receptor | inhibition, % at 3 µM | hit rate 1.3% among 360,000 | CHO-K1 hM1, Fluo-8 calcium fluorescence, ACh EC80 antagonist | P11229;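 active means percent inhibition above its own plate's cutoff, namely the mean of that plate's compound wells plus 3 SD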;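 further: peak over basal fluorescence ratio during 140 s after agonist addition; 0% = ACh EC80 plus DMSO and 100% = DMSO alone without agonist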
TAAR1 ag – human TAAR1 agonism; Q96RJ0; CHO RD-HGA16 TAAR1, Fluo-8 calcium fluorescence; vehicle wells 0%, saturating PEA agonist 100%; activation, % at 3 µM; hit rate 0.99% among 360,000; AID 624467;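 active means activation above the mean activation of all test compounds in the run plus 3 SD, cut at about 38% in these data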
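Test system: RD-HGA16 (CHO) cells co-expressing Gα16 and hTAAR1 | Doses: Single dose, 3 µM | Schedule: 17-24 h seeding, 75 min 37 °C dye, 30 min RT | Evaluation: % activation from peak over basal fluorescence ratio, DMSO-to-PEA scaled | Technique: Kinetic Fluo-8 calcium fluorescence | Benchmarks: Low control DMSO, high control PEA (EC100)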
An asterisk follows results filed as active; . = no result given.

compound	CHRM1 PAM	M1 ag parental	CHO parental Ca	M1 PAM parental	TAAR1 antagonist	CHRM1 agonist	CHO-K1 Ca antag	TAAR1 ag	CHRM1 antagonist
COc1ccc(/C=C2/SC(=O)N(CC(O)Cn3c4ccccc4c4ccccc43)C2=O)cc1 (stereo not given)	-1.4	0.5	-9.8	14.9	-15.4	-0.9	-9.4	-1.5	-5.0
Cc1cc(C(C)(C)C)n2nc(C)c(-c3ccccc3)c2n1	18.7	0.1	5.4	6.0	-0.1	3.8	-3.1	3.8	-13.8
Cc1ccc(C)c(S(=O)(=O)N2CCC(c3nc4c(nnn4Cc4ccc(F)cc4)c(=O)[nH]3)CC2)c1	-5.0	0.4	-20.8	5.2	0.3	-4.8	-0.1	2.2	15.3
Cc1nn(C)c(=S)n1-c1ccc(Cl)cc1	7.9	0.7	-15.4	-0.2	-10.9	-4.7	-6.2	1.8	-7.7
Nc1nonc1C(=O)N1CCCCC1	4.4	0.6	-2.1	14.9	1.8	-2.7	-23.6	11.7	-4.4
Cn1c(-c2ccc(Cl)nc2)nc2cc(Cl)ccc21	8.9	6.0	-20.9	10.0	-0.8	-6.6	7.2	-1.4	-12.0
Cc1ccc(F)cc1NC(=O)CSc1nc(Nc2ccccc2)nc(N2CCOCC2)n1	18.1	-0.2	-18.1	16.9	-19.5	1.0	11.6	0.5	-20.4
O=C(CCCN1C(=O)/C(=C\c2cccc(Br)c2)SC1=S)Nc1ccc(C(=O)O)cc1	1.0	0.7	.	18.8	-6.7	0.3	4.6	0.3	-5.3
CCS(=O)(=O)c1ccc2oc(SCC(=O)NC(C)C3CC4CCC3C4)nc2c1 (stereo not given)	-2.8	1.5	-22.8	-8.8	-4.1	-3.4	24.9*	24.3	7.7
O=[N+]([O-])c1ccc(NCCCNS(=O)(=O)c2ccccc2)cc1	-16.6	8.1	0.2	-4.9	23.0	-2.6	15.0	6.5	5.1

Part of the list above in order of molecular weight, lowest first.
compound	CHRM1 PAM	M1 ag parental	CHO parental Ca	M1 PAM parental	TAAR1 antagonist	CHRM1 agonist	CHO-K1 Ca antag	TAAR1 ag	CHRM1 antagonist
CCS(=O)(=O)c1ccc2oc(SCC(=O)NC(C)C3CC4CCC3C4)nc2c1 (stereo not given)	-2.8	1.5	-22.8	-8.8	-4.1	-3.4	24.9*	24.3	7.7
Cc1ccc(C)c(S(=O)(=O)N2CCC(c3nc4c(nnn4Cc4ccc(F)cc4)c(=O)[nH]3)CC2)c1	-5.0	0.4	-20.8	5.2	0.3	-4.8	-0.1	2.2	15.3
O=C(CCCN1C(=O)/C(=C\c2cccc(Br)c2)SC1=S)Nc1ccc(C(=O)O)cc1	1.0	0.7	.	18.8	-6.7	0.3	4.6	0.3	-5.3

(further entries)
compound	CHRM1 PAM	M1 ag parental	CHO parental Ca	M1 PAM parental	TAAR1 antagonist	CHRM1 agonist	CHO-K1 Ca antag	TAAR1 ag	CHRM1 antagonist
Cn1cc(C(=O)Nc2ccc(C#N)cc2)c2ccccc2c1=O	-5.7	6.2	-8.8	-5.3	3.1	-2.7	0.2	4.7	5.2
CCc1ccccc1NC(=O)Cn1nnc(C(=O)NCc2cccc(OC)c2)c1N	11.1	1.1	-8.9	7.7	-21.9	-2.0	-16.4	1.8	-4.5
CCN(CC)CCCNC(=O)c1ccc(N2CCCCC2)c(NS(=O)(=O)c2ccc(C)cc2)c1	4.0	2.2	-13.4	-6.1	8.9	-15.9	4.3	3.2	-5.3
N#Cc1ccc(-c2ccc(F)cc2)nc1Oc1ccccc1	7.4	0.3	-3.5	12.7	14.2	-4.1	5.0	1.4	-5.6
CCN(CC)CCCNC(=O)c1[nH]c2ccccc2c1Sc1ccc(Cl)cc1	-10.9	0.4	-22.6	11.4	-22.5	-8.5	-8.9	10.7	7.6
CCCCCCCOC(=O)C1=C(C)Nc2ncnn2C1c1cccs1 (stereo not given)	0.5	-0.1	-9.9	0.3	-0.3	-2.7	-5.7	6.5	0.9
O=C1NCC(COCc2ccco2)O1 (stereo not given)	0.0	0.0	-4.8	-1.4	-8.0	-3.4	0.8	7.5	-2.6
Cc1ccc(NC(=S)NCCN2CCOCC2)cc1F	10.9	0.1	-10.5	14.2	-28.5	-2.7	-16.5	2.0	-9.6
O=C(CN1C(=O)CCC1=O)Nc1ccc(Br)cc1	4.9	-0.2	3.2	9.0	7.4	-2.5	1.9	4.5	-8.1
C/C(=N\O)C(C)(C)Nc1ccc(Cl)cc1	16.0	0.2	-13.8	3.0	-12.9	-4.4	2.3	-0.8	-16.2
CCc1cc2c(N3CCN(c4ccccc4)CC3)ncnc2s1	-11.8	6.2	60.4*	5.0	66.0*	0.9	5.7	8.1	24.2
CCOC(=O)c1cc(C(C)C)sc1NC(=O)COC(=O)c1nccnc1N	16.4	0.4	-9.3	-2.1	-15.8	-0.6	-7.4	0.2	-14.2
C1=C(CCNc2ncnc3c2[nH]c2ccccc23)CCCC1	-12.7	15.4*	68.9*	6.4	40.8	-4.2	29.2*	16.0	22.1
CCN(CC)CCNC(=O)c1ccc(NC(=O)c2cccc(S(=O)(=O)N3CCCCCC3)c2)cc1	-30.2	-0.3	.	9.7	-7.3	-8.4	-8.8	8.6	101.3*
CC(C)C(NC(=O)C1CCCCC1)C(=O)NCCc1ccccc1 (stereo not given)	1.4	0.5	-17.7	-9.2	4.9	-0.9	-8.8	-0.5	-7.1
O=C(O)c1ccc(Cl)c(S(=O)(=O)NCC2CCCO2)c1 (stereo not given)	3.0	0.4	-5.2	14.8	-5.4	-4.5	-13.3	4.1	1.7
Cc1cc(=O)[nH]c(SCC(=O)N2CCCC(C)C2)n1 (stereo not given)	8.5	0.1	10.1	-12.2	-10.1	0.8	-4.4	75.4*	-3.9
Cc1ccc(CNC(=O)C2CCCN(S(=O)(=O)c3cccc4nonc34)C2)cc1 (stereo not given)	13.6	0.5	-4.2	-11.5	-7.7	-3.4	-8.7	1.3	-13.0
O=C(Cn1c(=O)c(=O)n(Cc2ccccc2)c2ccc(Cl)cc21)Nc1cccc(F)c1	-3.7	-0.1	-4.7	0.1	2.9	-5.2	5.3	2.1	6.2
COc1ccc(CNC(=O)CCc2c(C)nc3cc(-c4ccccc4OC)nn3c2C)cc1	11.9	0.8	-16.9	11.1	-20.1	-1.9	-2.4	0.9	-11.8
CCN(CC(=O)Nc1ccc2c(c1)OCCO2)C(=O)c1cc(S(=O)(=O)N2CCOCC2)ccc1F	-2.7	-0.1	.	-28.9	-17.0	-2.5	8.9	5.3	8.4
COc1ccc(C2Nc3ccccc3C(=O)N2C2CCCCC2)cc1 (stereo not given)	-2.3	-0.5	-17.5	7.0	3.6	-15.9	-3.3	8.7	-5.2
O=C(NC(=S)NCc1ccccc1)c1ccc(Br)cc1	8.8	0.3	-29.0	23.6	-9.0	-6.0	-8.7	-0.1	-3.4
Cc1ccc2[nH]c(CCN(C)C)c(CN3CCOCC3)c2c1	-8.9	0.1	-4.7	12.9	-4.1	-7.9	-19.2	4.6	16.2
COC(=O)[C@]1(C)N[C@H](CN(C)C(=O)Nc2ccc(Cl)cc2)[C@@H]2C(=O)N(Cc3ccccc3)C(=O)[C@@H]21	8.5	0.3	-22.7	3.7	1.2	-3.2	-0.9	-0.2	-12.2
Cc1ccccc1NC(=O)C(C)OC(=O)CNS(=O)(=O)c1ccc(C#N)cc1 (stereo not given)	4.1	1.1	-9.0	18.2	7.7	-3.1	-8.8	0.5	-3.6
Cc1csc(NC(=O)c2ccc(-c3ccc(Cl)cc3Cl)o2)n1	-8.6	0.1	-33.2	1.7	2.1	-1.6	0.2	6.9	9.4
CCOC(=O)CSc1nc2c(sc(=S)n2-c2ccc(CC)cc2)c(=O)[nH]1	6.8	-0.2	-2.5	9.1	-36.8	-3.8	-12.0	3.8	-9.4
Cn1c(=O)[nH]c(=O)c2c1nc(SCCN1CCCCC1)n2CCCc1ccccc1	-2.7	-0.2	-0.7	20.0	21.0	-3.9	-8.7	-3.4	-2.9
Cc1cccnc1C(c1ccc(F)cc1)N(C)C(=O)C1CCN(CCOc2ccc(Cl)cc2Cl)CC1 (stereo not given)	4.5	1.1	.	2.8	10.6	0.3	-11.1	7.7	-8.1
NC(=O)c1ccc(NC(=O)CNCc2ccccc2Cl)cc1	7.9	2.9	-7.1	-13.1	-1.2	-1.6	-15.8	4.1	-16.1
NC(=O)CN1N=C(c2cc(Cl)sc2Cl)CSC1=O	10.2	0.3	-12.9	6.0	0.0	2.7	2.1	11.8	-16.6
c1ccc(-n2nnnc2Sc2ncnc3sc4c(c23)CCCC4)cc1	-0.4	0.6	-4.6	5.5	2.2	-5.0	-12.5	-1.5	3.2
Cc1c(Cl)cccc1NC(=O)Cc1ccc([N+](=O)[O-])cc1	2.3	-0.1	-0.9	5.4	18.0	-5.7	-3.9	56.2*	-1.9
Cn1cccc1CNCc1ccccc1Cl	5.0	-0.2	-13.6	5.1	3.1	-6.6	-21.0	4.0	-9.8
Cn1ncc(Br)c1C(=O)NCc1cccs1	7.1	2.9	-14.7	-3.1	-6.2	-2.6	0.0	12.3	-7.3
CCN(Cc1nc2ccccc2c(=O)[nH]1)C(=O)c1ccc(C)c(NC(=O)c2ccco2)c1	-2.0	0.8	-21.5	-3.8	-1.7	-4.8	-6.4	2.4	10.5
CC(C)C(=O)Nc1cccc(C(=O)Nc2nnc(C(C)C)s2)c1	5.9	2.2	-10.8	14.9	19.5	-0.9	0.6	5.8	-0.4
